RMI FANCM FP – RMI-FANCM interaction inhibition; 70,000 tested, 0.58% active; FP signal (polarization) at 33 µM; AID 1159607; Fluorescence polarization, RMI core complex with F-MM2 peptide; active compounds read low; in the data active = FP signal below about 40; note: inactives centre near 61; strong numbers were not always called active; unit not given here
An asterisk follows results filed as active; & = joins results of further samples.

RMI FANCM FP,SMILES
67,COCC(=O)Nc1cc(C)nn1-c1nc2c(cnn2-c2ccc(F)cc2)c(=O)[nH]1
56,O=C(CC(NCCN1CCOCC1)C(=O)O)Nc1ccc(Cl)c(Cl)c1 (stereo not drawn)
63,O=C(Nc1ccc(OC(F)(F)F)cc1)C(c1ccccc1)N1CCOCC1 (stereo not drawn)
25*,Cc1c(O)ccc2c(CN3CCC4(CC3)OCCO4)cc(=O)oc12
69,COc1ccc(Cl)cc1C(=O)NCC(c1ccsc1)N1CCc2ccccc2C1 (stereo not drawn)
86,O=C(Cc1ccc(Cl)cc1)Nc1ccc2c(c1)N(C(=O)c1cccs1)CC2
63,Cc1ccc(-c2noc(CSc3nc(C)c(CCO)c(=O)[nH]3)n2)cc1
99,CC(C)(C)c1ccc(S(=O)(=O)N2CCN(c3ccc(NCc4ccccc4)nn3)CC2)cc1
61,CC(=O)Nc1ccc(C2N=C(c3cnccn3)NN2)cc1 (stereo not drawn)
61,CO/N=C(\c1ccc(OCCOc2ccc(/C(=N\OC)C(C)C)cc2)cc1)C(C)C
52,COc1cc(=O)n(-c2ccc(C)cc2)nc1C(=O)N1CCN(C(=O)c2ccco2)CC1
73,COc1cccc(CSc2nccn3nc(-c4ccc(F)cc4)cc23)c1
57,N#C/C(=C/c1ncc(C(F)(F)F)cc1Cl)S(=O)(=O)c1ccc(Cl)cc1
61,CCc1ccccc1NC(=O)NCCOc1ccc(F)cc1
54,CCCCCc1ccc(C#Cc2ccc(OC)cc2)cc1
58,COc1ccccc1Nc1nc(N)c2ccccc2n1
52,O=C(CSc1nnnn1-c1ccc(O)cc1)NC1Cc2ccccc2C1
64,COc1ccccc1-n1ncc2c(C(C)C)nnc(SCC(=O)Nc3cc(C)on3)c21
79,CCCCCCc1cc2cc(-c3cn4c(n3)sc3ccccc34)c(=O)oc2cc1O
54,Cc1noc(C)c1S(=O)(=O)Nc1ccc(-n2c(C)nc3ccccc3c2=O)cc1
67,COc1cc(C2NC(C(=O)O)CS2)cc(OC)c1OC (stereo not drawn)
61,COCCn1c(N)c(S(=O)(=O)c2cccc(C)c2)c2nc3ccccc3nc21
60,Cn1nc(NC(=O)CC(C)(C)CC(=O)O)c2ccccc21
100,COC(=O)c1ccccc1NC(=O)CSc1ncc(-c2ccc(C)c(C)c2)o1
89,Cc1ccc(CNC(=O)Cn2nc(-c3cccs3)c3sc(N4CCOCC4)nc3c2=O)cc1

Further compounds follow.
RMI FANCM FP,SMILES
48,CN(C)C=NC(=S)c1sccc1CSc1ccc(Cl)cc1
66,CCc1ccn2cc(Nc3ccccc3Cl)nc2c1
63,O=C(Cn1nc(-c2ccco2)c2sc(N3CCCC3)nc2c1=O)NC1CCCCC1
55,C1CCN(c2nn[nH]n2)CC1
49,CC(=O)NNC(=O)N1Cc2ccccc2Oc2ccc(Cl)cc21
62,CC(=O)Nc1ccc(NCC(O)Cn2c3ccccc3n3c(=O)cc(C)c(C#N)c23)cc1 (stereo not drawn)
54,CCOC(=O)N1CCN(CC(O)COc2ccc(Cl)cc2)CC1 (stereo not drawn)
63,O=C(CCc1csc(NC(=O)c2ccc[nH]c2=O)n1)Nc1cccnc1
31,CCOC(=O)c1nn(-c2ccc(Cl)cc2Cl)c(=N)c(C#N)c1C
55,CCOc1ccc(/C=N\NC(=S)NCCCOC)cc1
60,CC(C)(C)c1csc(CN2CCN(CC(=O)NCc3ccccc3)CC2)n1
61,Cc1nnc(C2CCCN(C(=O)c3ccccc3C(F)(F)F)C2)s1 (stereo not drawn)
83,COc1ccc(-c2cc(-c3cccs3)nc(SCc3c(C)noc3C)c2C#N)cc1OC
64,CC(C)C(=O)N1N=C(c2cccs2)CC1c1cccs1 (stereo not drawn)
76,Cc1ccc(-n2cc(C(=O)NCc3ccc4c(c3)OCO4)nn2)cc1
54,Cc1csc2c(N3CCN(C(=S)Nc4ccc(F)cc4F)CC3)ncnc12
57,O=c1cc(-n2ccc(C(F)(F)F)n2)oc2ccccc12
55,Cc1cc(NC(=O)C(=O)NCCc2ccc3c(c2)CCCN3C)c2ccccc2n1
99,CCc1ccc(-c2cc3c(SCC(=O)Nc4ccc5c(c4)OCO5)nccn3n2)cc1
56,CCOC(=O)c1noc(C)c1/C(C)=N\Nc1ccccc1Cl
61,Cn1cc(OCc2ccc(F)cc2)c(=O)cc1C(=O)N1CCN(Cc2ccccc2)CC1
64,Cc1cc(C)c2sc(N3CCN(C(=O)C4CCCN(S(C)(=O)=O)C4)CC3)nc2c1 (stereo not drawn)
41,N#CC(CO)Cc1cc([N+](=O)[O-])ccc1N1CCOCC1 (stereo not drawn)
42,CN(C)CCCNC(=O)Nc1ccc(Cl)cc1
63,C=C(C)Cn1c(CNC(=O)c2ccccc2)nc2ccccc21

(listing goes on)
RMI FANCM FP,SMILES
125,O=S(=O)(/C=C\c1ccccc1)N1CCN(c2ccc(-c3ccc(F)cc3)nn2)CC1
69,O=C(CC1SC(=Nc2ccc(O)cc2)NC1=O)Nc1ccc(Br)cc1 (stereo not drawn)
63,COc1ccc(Oc2ccc(C(F)(F)F)c(NC(=O)C3CCC3C(=O)O)c2)cc1 (stereo not drawn)
53,Cc1nnsc1C(=O)Nc1ccccc1C(=O)c1ccccc1
66&51&63,COC1=CC(=O)C[C@@H](C)[C@]12Oc1c(Cl)c(OC)cc(OC)c1C2=O
73,Cc1nc2ccc(NC(=O)c3ccc(C(F)(F)F)cc3)cc2c(=O)n1-c1ccc(F)cc1
62,O=C(CS(=O)(=O)c1ccc2c(c1)S(=O)(=O)N=CN2)N1CCC(Cc2ccccc2)CC1
55,O=C(CN1C(=O)CCC1=O)N1CCN(c2nc3ccc(F)cc3s2)CC1
75,CCOc1ccc(-c2csc(-n3nc(C)cc3NC(=O)c3ccc(F)c(F)c3)n2)cc1
59,CCN1CCN(C(c2cccc(OC)c2)c2c(O)cc(C)n(Cc3ccco3)c2=O)CC1 (stereo not drawn)
73,O=C(CSc1nc2scc(-c3ccccc3)c2c(=O)n1-c1ccccc1)NCc1ccco1
63,O=C(CCC(=O)c1ccc(F)cc1)c1ccc(F)cc1
65,Cc1nc2ccc(NC(=O)c3ccc(Cl)c([N+](=O)[O-])c3)cc2c(=O)n1-c1ccccc1
56,Cc1nc(-c2ncc(-c3ccccc3)o2)c(C(F)(F)F)o1
57,CC(=O)c1csc(-c2cc(C)on2)n1
58,O=c1oc(-c2ccco2)nc2ccccc12
60,NC(=O)N/N=C/c1cc(F)cc(F)c1
64,COc1ccc(N=C2SC(c3ccccc3)(C(F)(F)F)NC(=O)N2c2ccc(OC)cc2)cc1 (stereo not drawn)
49,O=C(NCc1ccccn1)C(=O)Nc1ccc(F)c([N+](=O)[O-])c1
65,Cn1cccc1C(CNC(=O)C(=O)Nc1ccccc1F)N1CCc2ccccc2C1 (stereo not drawn)
65&47,CCn1cc(C(=O)O)c(=O)c2cc(F)c(N3CCNCC3)cc21
46,CN(C)c1cccc2cccc(N(C)C)c12
73,COc1ccc(-c2ccc(=O)n(CCCC(=O)Nc3ccccc3C(N)=O)n2)cc1OC
60,CCOc1ccc(NC(=O)Cn2nc(C3CCCN(S(C)(=O)=O)C3)n(C)c2=O)cc1 (stereo not drawn)
71,COc1ccc(NC(=O)CSc2nnc(-c3cccnc3)n2-c2ccccc2)c(OC)c1

Later entries:
RMI FANCM FP,SMILES
63,CC/C(C)=N\NC(=O)c1ccc(C(=O)N/N=C(/C)CC)cc1
65,CCCCc1ccc(N/C=C(\C#N)C(=O)NCc2ccccc2)cc1
87,Cc1ccccc1NC(=O)Cn1c2ccccc2c2ncn(Cc3ccccc3)c(=O)c21
69,O=S(=O)(CCc1ccccc1)NCc1ccsc1
55,CC(C)(C)c1ccc(-n2c(=O)[nH]c3c(C(N)=O)ncnc32)cc1
59,Cn1c(Nc2cccc(Cl)c2)nc2ccccc21
56&61&59,Cc1cn([C@H]2C[C@H](N=[N+]=[N-])[C@@H](CO)O2)c(=O)[nH]c1=O
67,N#C/C(=C\Nc1ccc(F)c([N+](=O)[O-])c1)c1nc(-c2ccc(Cl)cc2Cl)cs1
13*,COc1ccc(S(=O)(=O)N=C2C=C(Nc3cccc(C)c3)C(=O)c3ccccc32)cc1
49,CCOC(=O)N/N=C(/CC)c1ccc(-c2ccccc2F)cc1
63,O=[N+]([O-])c1ccc(CSc2nc3ccccc3o2)cc1
67,CCOc1ccc2nc(N3CCN(C(=O)c4ccnn4C)CC3)sc2c1
60,Cc1ccc(C(=O)N(c2ccc(Br)cc2)C2C=CS(=O)(=O)C2)cc1 (stereo not drawn)
69,CCOc1cc(-c2cccc(OC)c2)nc2ccc(C(=O)N3CCN(c4ccc(OC)cc4)CC3)cc12
68,COC(=O)c1ccc(NC(=O)CC2CCCCN2S(=O)(=O)c2ccc(OC)cc2)cc1 (stereo not drawn)
55,CC(C)CNC(CC(=O)Nc1ccc(S(N)(=O)=O)cc1)C(=O)O (stereo not drawn)
59,C#CCn1c(=NC(=O)CN2C(=O)CCC2=O)sc2cccc(Cl)c21
84,CCOC(=O)c1ccc(NC(=O)CSc2nccn3nc(-c4ccc(F)cc4)cc23)cc1
56,COc1cc(CC#N)c([N+](=O)[O-])cc1OC
53,COC(=O)NCc1nc2ccccc2n1Cc1ccc(C(C)C)cc1
52,Brc1ccc(COc2cccc3ccc(N4CCC(Cc5ccccc5)CC4)nc23)cc1
77,CC1=C(C)C(C(N)=O)C(NC(=O)c2ccccc2Oc2ccccc2)S1 (stereo not drawn)
53,Cn1cc(S(=O)(=O)Nc2ccc(Oc3c(Cl)cccc3Cl)nc2)cn1
61,COc1ccc(/C=C2\SC(=O)N(CC(=O)N3CCOCC3)C2=O)cc1OC
92,C=CCn1c(SCC(=O)NCc2ccc3c(c2)OCO3)nc2sc(C)c(C)c2c1=O

Continued.
RMI FANCM FP,SMILES
88,Cc1sc2nc(SCC(=O)c3cc(C)n(-c4cc(Cl)ccc4Cl)c3C)n(-c3ccccc3)c(=O)c2c1C
52,CCOC(=O)c1c[nH]n2c(=O)cc(-c3ccccc3)nc12
65,COc1cc(/C=C/C(=O)O)ccc1O
59,COc1ccc(Nc2ncnc3c2cnn3-c2ccc(C)c(C)c2)c(OC)c1
-6*,NNc1nc2cc3c(cc2s1)OCCO3
62,COc1ccccc1CNC(=O)c1sc(=S)n(-c2ccc(C)cc2)c1N
59,O=C(Nc1ccc(Br)c(C(F)(F)F)c1)c1c(F)cccc1F
56,CCOC(=O)N1CCC(N/C=C(\C(C)=O)S(=O)(=O)c2ccc(Cl)cc2)CC1
88,Cc1ccc(-c2csc3ncnc(Oc4cccc(C(F)(F)F)c4)c23)cc1
68,CCCN1C(=O)C(C)(C)COc2ccc(NS(=O)(=O)CCc3ccccc3)cc21
51,O=S(=O)(Nc1nc2ccccc2nc1NCc1ccccc1Cl)c1cccs1
71,O=C(Cc1ccc(Cl)cc1)Nc1ccc(CN2CCN(c3ccccn3)CC2)cc1
62,CC(C)c1ccc2nc(NC(=O)c3ccc([N+](=O)[O-])s3)sc2c1
77,O=C(c1ccc(CNS(=O)(=O)c2cccc(C(F)(F)F)c2)cc1)N1CCCCC1
62,N#C/C(=C\c1ccc(C(F)(F)F)cc1Cl)S(=O)(=O)c1ccccn1
54,O=C(Nc1ccccc1[N+](=O)[O-])c1cc(=O)c2ccccc2o1
58,CCOC(=O)NC(=O)c1cn(Cc2ccco2)c(=O)[nH]c1=O
65,Cc1c(Cl)ccc2sc(NCc3ccccc3)nc12
64,COc1cccc(CSc2nc(C)c(CC(=O)NCc3ccccc3Cl)c(=O)[nH]2)c1
63,COc1ccc(N2C(=O)C3N=NN(CC(=O)Nc4ccc(Oc5ccccc5)cc4)C3C2=O)cc1 (stereo not drawn)
60,COc1ccc(-c2ccc(N3CCC(C(=O)Nc4ccccc4[N+](=O)[O-])CC3)nn2)cc1
58,COC(=O)c1ccc(/C=C/c2cccc(Cl)c2)s1
80,CCOC(=O)c1c(NC(=O)C(C)Sc2nnc(CNC(=O)c3ccco3)n2-c2cccc(C)c2C)sc2c1CCC2 (stereo not drawn)
55,Cc1ncc([N+](=O)[O-])n1CCOC(=O)NC(OCc1ccccc1Cl)C(Cl)(Cl)Cl (stereo not drawn)
57,O=S(=O)(c1ccc2nsnc2c1)N1CCCCC1c1cccnc1 (stereo not drawn)

Going on with the list:
RMI FANCM FP,SMILES
63,O=C(O)C1CCC(C(=O)O)C1 (stereo not drawn)
63,CCN1C(=O)C(C)(C)COc2cc(NC(=O)c3ccc([N+](=O)[O-])cc3Cl)ccc21
54,O=C(Nc1nnc(SCC(=O)N2CCCc3ccccc32)s1)c1ccc(S(=O)(=O)N2CCCC2)cc1
74,Cc1cc(NC(=O)C(C)Oc2ccccc2)n(-c2nc(-c3cccs3)cs2)n1 (stereo not drawn)
64,O=C(CC1CCCCN1S(=O)(=O)c1ccc(F)cc1)NCc1cccnc1 (stereo not drawn)
71,COc1ccc(-c2cc3c(SCc4ccc(F)cc4Cl)nccn3n2)cc1

High-throughput results deposited in PubChem by Small Molecule Screening Facility, UW Madison.

An excerpt; the hit share may differ from the screen's.
